High-throughput results: PubChem BioAssay, Center for Chemical Genomics, University of Michigan
Dicer processing = blocks human Dicer maturation of pre-miR-21. Q9UPY3. cat-ELCCA pre-miR-21 Dicer processing, chemiluminescence; hits give high values. z-score at 25 µM. 47,000 compounds, 6% hits. AID 1347074; in the data active means z-score above about 3, passing the limit was not always enough;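 further: plate controls were vehicle for no effect and no enzyme for full effect; higher signal means more uncleaved substrate so more Dicer inhibition; strong numbers were not always called active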
Target sequence (Q9UPY3 whole entry, looked up): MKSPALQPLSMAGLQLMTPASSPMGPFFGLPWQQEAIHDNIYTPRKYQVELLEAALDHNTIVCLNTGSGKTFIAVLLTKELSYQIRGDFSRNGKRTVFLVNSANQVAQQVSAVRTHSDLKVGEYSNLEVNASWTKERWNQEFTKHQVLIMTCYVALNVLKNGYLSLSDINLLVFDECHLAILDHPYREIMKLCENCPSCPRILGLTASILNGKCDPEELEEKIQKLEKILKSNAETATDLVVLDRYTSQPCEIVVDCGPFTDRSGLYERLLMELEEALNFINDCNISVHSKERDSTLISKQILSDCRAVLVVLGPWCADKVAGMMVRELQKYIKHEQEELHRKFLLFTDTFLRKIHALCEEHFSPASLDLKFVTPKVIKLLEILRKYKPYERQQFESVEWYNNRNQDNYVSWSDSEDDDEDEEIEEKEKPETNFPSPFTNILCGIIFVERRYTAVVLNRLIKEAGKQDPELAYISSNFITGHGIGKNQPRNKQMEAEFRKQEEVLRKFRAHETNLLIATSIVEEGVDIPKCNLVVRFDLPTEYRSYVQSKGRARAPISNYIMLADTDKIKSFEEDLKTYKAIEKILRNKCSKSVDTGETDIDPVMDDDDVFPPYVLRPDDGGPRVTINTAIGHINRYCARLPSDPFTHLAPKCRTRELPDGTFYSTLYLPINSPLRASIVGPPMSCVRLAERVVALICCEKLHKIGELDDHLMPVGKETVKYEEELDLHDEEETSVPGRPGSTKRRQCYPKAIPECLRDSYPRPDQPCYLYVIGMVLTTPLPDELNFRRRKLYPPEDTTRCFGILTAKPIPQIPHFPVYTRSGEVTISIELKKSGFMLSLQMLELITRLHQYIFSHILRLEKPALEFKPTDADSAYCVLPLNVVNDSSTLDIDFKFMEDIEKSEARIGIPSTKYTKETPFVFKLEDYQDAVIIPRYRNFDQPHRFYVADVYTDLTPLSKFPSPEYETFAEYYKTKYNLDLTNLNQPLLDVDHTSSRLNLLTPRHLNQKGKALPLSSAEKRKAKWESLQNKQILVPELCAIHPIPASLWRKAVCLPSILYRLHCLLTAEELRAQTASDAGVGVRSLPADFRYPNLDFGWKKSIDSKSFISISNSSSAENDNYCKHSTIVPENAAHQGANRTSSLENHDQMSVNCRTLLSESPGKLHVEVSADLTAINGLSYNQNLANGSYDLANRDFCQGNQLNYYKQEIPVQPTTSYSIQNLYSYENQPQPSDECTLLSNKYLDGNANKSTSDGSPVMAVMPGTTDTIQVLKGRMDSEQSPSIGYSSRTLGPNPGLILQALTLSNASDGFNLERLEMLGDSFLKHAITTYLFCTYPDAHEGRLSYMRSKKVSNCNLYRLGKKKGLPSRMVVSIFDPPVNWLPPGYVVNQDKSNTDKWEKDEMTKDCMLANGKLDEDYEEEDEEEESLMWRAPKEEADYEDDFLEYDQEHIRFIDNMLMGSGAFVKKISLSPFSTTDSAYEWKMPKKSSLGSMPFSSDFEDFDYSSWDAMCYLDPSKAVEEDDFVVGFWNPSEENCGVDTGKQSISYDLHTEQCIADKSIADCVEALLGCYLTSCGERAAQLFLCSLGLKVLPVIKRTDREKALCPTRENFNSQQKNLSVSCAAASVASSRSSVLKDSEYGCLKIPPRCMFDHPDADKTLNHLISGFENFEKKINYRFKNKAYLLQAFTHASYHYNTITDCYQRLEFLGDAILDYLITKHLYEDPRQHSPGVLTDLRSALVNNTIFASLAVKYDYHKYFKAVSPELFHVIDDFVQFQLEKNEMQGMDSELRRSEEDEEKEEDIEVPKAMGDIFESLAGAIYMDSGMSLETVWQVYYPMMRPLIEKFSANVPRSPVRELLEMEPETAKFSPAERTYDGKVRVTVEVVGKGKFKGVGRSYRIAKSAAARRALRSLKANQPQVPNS
Starred values were filed as active, the others as inactive.

SMILES | Dicer processing
O=C(Cn1nnc(N2CCCCC2)n1)c1ccc(Cl)c(Cl)c1 | -1.23
S=c1nc(-c2ccccc2)oc2c1CCCC2 | -0.56
O=C1OC(Nc2ccccc2Cl)c2ccccc21 (configuration not stated) | 0.62
CCCCC(CC)CN1CN(CC(CC)CCCC)CC(C)(N)C1 (configuration not stated) | -1.16
Nc1cccc(-c2nc3cc4sc(-c5cccc(N)c5)nc4cc3s2)c1 | 0.71
Cn1c(CC(=O)NC(C)(C)CO)c(Sc2ccccc2)c2ccccc21 | 1.36
O=C(Nc1ccc(F)cc1F)C(=S)NC1CCCCC1 | -0.8
CCOC(=O)c1sc(SCc2ccccc2)c2c1CC(c1ccccc1)CC2=O (configuration not stated) | -0.11
Cc1cc(C)nc(SCC(=O)c2c(C)[nH]c3ccccc23)n1 | 2.89
O=C(CC1(O)C(=O)Nc2ccc(Cl)cc21)c1cccc2ccccc12 (configuration not stated) | 0.59
C/C(=N\OC(=O)Nc1c(-c2c(Cl)cccc2Cl)noc1C)C(C)(C)C | 0.53
CCCCCCCCCC[Si](C)(C)CCC(=O)NC(Cc1ccc(C)cc1)c1ccccc1 (configuration not stated) | -0.41
Cc1ccc(S(=O)(=O)n2nc(C)c(Sc3ccc(C(F)(F)F)cn3)c2C)cc1 | -3.56
CNC(=O)c1cccc2cccc(Sc3ccccc3COC(=O)c3ccc(C)cc3)c12 | 0.64
O=C(Oc1ccc2c(c1)OCC2=O)c1cccs1 | -0.61
Cc1ccc(C(NC(=O)C(C)C)c2cc(Cl)c3cccnc3c2O)cc1 (configuration not stated) | 1.66
CN(C)CC(O)Cn1c2ccc(Br)cc2c2cc(Br)cc(Br)c21 (configuration not stated) | -1.12
CCOC(=O)NC(=S)NCCc1c[nH]c2ccccc12 | 1.04
O=C1Nc2ccccc2C12NNC(=S)NN2 | 8.53*
Cc1nc(-c2ccc(S(=O)(=O)N3CCC(n4cccc4)CC3)s2)cs1 | 1.91
O=c1c(N2CCCCC2)c(N2CCCCC2)c1=O | 7.35*
COC(=O)c1ccc(C)c2c1C1C=CCC1[C@@H](c1ccc(C(=O)O)cc1)N2 (some centres not stated) | -0.83
C=CCOc1cc(OCc2ccccc2)c(C(C)=O)c(OCc2ccccc2)c1C(C)=O | -0.79
CCOC(=O)c1cnn(C(=O)c2ccc(C(F)(F)F)cc2)c1N | -1.8
CCOc1ccc(CNc2ncc(-c3ccc(Br)cc3)n2C)cc1 | 0.91

4 neighbouring entries out of the list so far, for reference:
SMILES | Dicer processing
O=C(Cn1nnc(N2CCCCC2)n1)c1ccc(Cl)c(Cl)c1 | -1.23
S=c1nc(-c2ccccc2)oc2c1CCCC2 | -0.56
O=C1OC(Nc2ccccc2Cl)c2ccccc21 (configuration not stated) | 0.62
CCCCC(CC)CN1CN(CC(CC)CCCC)CC(C)(N)C1 (configuration not stated) | -1.16

Additional results
SMILES | Dicer processing
Cc1ccc(C)n1-c1ncccc1OCc1nnc(-c2ccc3ccccc3c2)o1 | -1.18
CNC(=S)NNC(=O)CSCc1c(Cl)cccc1Cl | 0.9
N#C/C(=C\c1ccc(Cl)cc1Cl)c1cccc(Cl)c1 | 4.98
O=C1CCCC2=C1C(c1ccc(F)cc1)C1C(=O)c3ccccc3C1=N2 (configuration not stated) | -0.85
Cc1nc2n(CC(=O)c3ccccc3)c3ccccc3n2n1 | -1.03
COC(=O)Cc1c(C(=O)OC)nnn1-c1ccc(Cl)cc1 | 1.96
O=S(=O)(c1cccc(F)c1)N1CCc2sccc2C1c1ccc(OC(F)(F)F)cc1 (configuration not stated) | 0.31
CC(C)n1c(=S)[nH]c2cc(Cl)ccc21 | -0.42
CCOC(=O)c1cnc(NNS(=O)(=O)c2ccc(Cl)cc2)nc1C(F)(F)F | -0.32
Cc1nc2ccccn2c1C(=O)NNS(=O)(=O)c1ccc(Cl)cc1 | -2.8
O=C(NCCN1CCOCC1)c1sc2cc(Cl)ccc2c1Cl | 0.62
Nc1ncn(C(=O)c2ccccc2)n1 | 4.55*
O=c1oc2cccnc2n1Cc1ccc(Cl)cc1 | -0.59
Cc1oc(-c2ccc(Cl)cc2)cc1C(=O)/C(C#N)=C/Nc1ccc(Cl)cn1 | -0.16
CCOC(=O)c1c(C)n(C)c2cc(CN(C)C)c(O)c(S(=O)(=O)c3ccccc3)c12 | 3.8*
N=c1ccn2c(n1)OC1[C@@H](O)[C@@H](CO)O[C@H]12 (some centres not stated) | 0.17
CCCc1c(C)nc(-c2cccc(C)c2)[nH]c1=O | -0.13
CCCCCSc1nnc2c(n1)OC(c1cccnc1)Nc1ccccc1-2 (configuration not stated) | 0.5
Cc1nn(-c2ccccc2)cc1/C=N/NC(=O)CN1c2ccccc2Sc2ccccc21 | 0.48
COc1ccc(/C=C2/N=C(c3ccccc3)N(Cc3ccc(F)cc3)C2=O)cc1 | 3.87*
Cc1sc(-c2ccc(Cl)cc2)nc1CC(=O)O | 0.5
CN(CCc1ccccn1)Cc1ccc(Cl)cc1 | 3.67*
O=C(c1cnn2c1NC(c1ccc(F)cc1)CC2C(F)(F)F)N1CCCCC1 (configuration not stated) | 0.98
O=S(=O)(NCCCc1nc2ccccc2[nH]1)c1ccc(Cl)cc1 | 0.82
Cc1ccccc1C(=O)Nc1nc(SCc2ccc(Cl)cc2)n[nH]1 | -0.69

Rewritten in CSV form: part of the list above.
SMILES,Dicer processing
COC(=O)Cc1c(C(=O)OC)nnn1-c1ccc(Cl)cc1,1.96
Cc1ccc(C)n1-c1ncccc1OCc1nnc(-c2ccc3ccccc3c2)o1,-1.18
CCOC(=O)c1sc(SCc2ccccc2)c2c1CC(c1ccccc1)CC2=O (configuration not stated),-0.11
O=C(CC1(O)C(=O)Nc2ccc(Cl)cc21)c1cccc2ccccc12 (configuration not stated),0.59

Carrying on.
SMILES | Dicer processing
O=C(Nc1cccnc1Oc1ncnc2cc(Cl)ccc12)c1ccc(F)cc1 | -0.94
COc1nc(N)nc(-c2csc(C)n2)n1 | 17.2
CCOC(=O)C(=CN(C1=NCC(C)S1)c1ccc(F)c(Cl)c1)C(=O)OCC (configuration not stated) | 0.68
O=C(Nc1cc(S(=O)(=O)c2ccccc2)cs1)c1ccc(Cl)cc1 | 0.61
Cc1ccc(OS(=O)(=O)c2ccc(-c3csc(C)n3)s2)c(C)c1 | -1.76
O=c1oc(-c2c(F)cccc2F)nn1-c1cc(C(F)(F)F)ccn1 | 0.45
CN(C(=O)CN(CCO)CC(=O)N(C)C(C)(C)Cc1ccccc1)C(C)(C)Cc1ccccc1 | -0.67
COc1ccc(C2c3c(oc4ccc(C)cc4c3=O)C(=O)N2Cc2ccc3c(c2)OCO3)cc1 (configuration not stated) | -0.4
CCCCCCSc1nnc(/N=C/N(C)C)s1 | 0.87
Cc1cc(SCCS(=O)(=O)CCSc2cc(C)c(Cl)cc2C)c(C)cc1Cl | 1.78
CCCOc1cccc(-c2nnc(N)s2)c1 | 2.33
COC(=O)c1cc(Cl)cc(Cl)c1-c1c(Cl)cc(Cl)cc1C(=O)OC | -0.82
CC1c2ccsc2CCN1C(=S)NC(=O)c1ccccc1Cl (configuration not stated) | -0.77
O=C(Cn1c(=O)sc2ccccc21)Nc1nnc(SCc2ccccc2)s1 | 2.86
COc1ccccc1Nc1cc(=O)[nH]c(=O)[nH]1 | 3.58*
CCOC(=O)c1csc2c1CCCC2=O | -0.06
CN(C)S(=O)(=O)N(CC(=O)NC1CC1)c1ccccc1 | -0.74
CC(C)NC(=O)Cn1nc(C(F)(F)F)c2c1CCCC2 | 1.03
O=C(O)/C=C/C(=O)Nc1ccc(S(=O)(=O)Nc2nccs2)cc1 | -0.7
CCN(CC)CCC(O)(c1ccccc1)C1CCCCC1 (configuration not stated) | 0.81
CCOc1ccc(C2c3c(oc4ccc(F)cc4c3=O)C(=O)N2Cc2ccco2)cc1 (configuration not stated) | 0.16
Cc1nc(N2C(=O)c3oc4ccc(F)cc4c(=O)c3C2c2ccc(F)cc2)sc1C (configuration not stated) | 0.5
Cc1ccc(/C=N/NS(=O)(=O)c2ccc(C)cc2)cc1 | 0.17
O=c1[nH][nH]c(=S)n1-c1cccc(C(F)(F)F)c1 | 2.51
COc1ccc2c(c1)nnc1nnc(SCC(=O)NN)n12 | 0.52
SMILES | Dicer processing
COCc1cc(=O)n2[nH]c(-c3ccccc3)cc2n1 | -1.99
Cc1nn2cc(C#N)c(-c3ccccc3)nc2c1-c1ccccc1 | -0.93
CCCN1C(=O)C(O)(CC(=O)c2ccc(CC)cc2)c2ccccc21 (configuration not stated) | 0.5
COC(=O)C(C)OC(=O)c1ccc(Oc2nc(N(C)C)nc(N(C)C)n2)cc1 (configuration not stated) | -1.46
Cn1c(=O)c2c(nc(NCCCn3ccnc3)n2Cc2ccc(F)cc2)n(C)c1=O | 3.45*
O=c1c(O)c(-c2ccc(O)cc2O)oc2cc(O)cc(O)c12 | -1.3
CCCCCOC(=O)C1=C(C)NC2=C(C(=O)CC(C)(C)C2)C1c1ccc(OCC)c(OC)c1 (configuration not stated) | 0.4
COc1ccccc1/C=C/c1nn2c(-c3ccccc3Cl)nnc2s1 | 0.92
CCCCCCN1C(=O)C(=O)c2ccccc21 | 1
COc1ccc(CN2CN=C(Nc3nc(C)c4ccc(C)cc4n3)NC2)cc1 | -0.05
Cc1cccc(N(C(=O)Nc2ccccc2)C2=NCC(C)S2)c1 (configuration not stated) | 0.03
O=[N+]([O-])c1ccc(N2CCCN(S(=O)(=O)c3ccccc3)CC2)nc1 | -0.82
O=C(c1cnn(-c2ccc(Cl)cc2)c1C(F)(F)F)N1CCN(c2ncnc3ccsc23)CC1 | 0.41
CC1=CC(=O)C(CCOCCC2=CC(=O)C(C)=CC2=O)=CC1=O | 0.17
CC1CCC2C(=O)N(c3ccc(O)cc3)C(=O)C2C1 (configuration not stated) | 1.16
CCCCCC(=O)O/N=C(\C)c1cc[nH]c1 | -1.43
CCN(CC)C(=S)Oc1ccc(Cl)cc1Cl | -1.49
O=C(CC(Sc1ccc2ccccc2c1)c1ccsc1)c1ccc(Cl)cc1 (configuration not stated) | -5.5
Cc1ccc2c(c1)-c1cc(C)nn1C(c1ccccc1F)N2 (configuration not stated) | 1.13
CCOC(=O)N1CCC(NC(=O)c2cc(C)cc(C)c2)CC1 | -0.17
O=C(O)c1c(-c2ccccc2)c(-c2ccccc2)n[nH]c1=O | -1.06
Cn1ccc(NC(=O)Nc2ccccc2)n1 | 0.77
CSC1=N/C(=C/c2ccco2)C(=O)N1 | -0.55
Cc1ccc(C)c(Nc2nc(-c3cccnc3)cs2)c1 | 3.3*
CC1CC(=O)Nc2ccccc2N1C(=O)CN1CCN(c2ccccn2)CC1 (configuration not stated) | 0.39

Copied from the list.
Result for Cn1ccc(NC(=O)Nc2ccccc2)n1 in Dicer processing: 0.77
Result for O=c1c(O)c(-c2ccc(O)cc2O)oc2cc(O)cc(O)c12 in Dicer processing: -1.3

New compounds follow.
SMILES | Dicer processing
COC(=O)c1cnc(Sc2ccccn2)nc1C(F)(F)F | -1.43
COC(=O)C1=NOC2(CC(=O)N(c3ccc(Br)cc3)C2=O)C1 (configuration not stated) | 1.51
CCCc1ccc(Oc2ccc(NC(=O)C3CC3C(=O)O)cn2)c(OC)c1 (configuration not stated) | -0.32
COc1ccc(NC(=O)/C(C#N)=C/N(C)C)c(OC)c1 | -0.58
CCOC(=O)C(NC(C)=O)(OC(C)C)C(F)(F)F (configuration not stated) | -1.34
CC1SCC(NC(=O)c2ccccc2Cl)CS1 (configuration not stated) | 0.31
O=C(Nc1ccc(O)c(-c2nc3ccccc3o2)c1)c1ccc([N+](=O)[O-])o1 | 2.52
C=CCSc1nc2c(c(=O)n1CC)C1(CCCC1)Cc1ccccc1-2 | -0.82
Cc1[nH]c2ccccc2c1C(=O)CSc1nnc(-c2ccco2)n1-c1ccccc1 | 4.68*
CCOC(=O)c1sc(Sc2ccc(C(F)(F)F)cc2[N+](=O)[O-])nc1C | -1.36
Cc1c(/C=C(\C#N)S(=O)(=O)C(C)(C)C)sc2ccccc12 | 0.78
O=c1oc(-c2ccccc2NS(=O)(=O)c2ccc3ccccc3c2)nc2ccccc12 | 0.87
O=S(=O)(c1ccccc1)c1nc(C(c2ccccc2)c2ccccc2)oc1N1CCOCC1 | 2.86
CCOC(=O)Cc1cc(=O)n2[nH]c(-c3ccccc3)cc2n1 | -0.96
CCOC(=O)c1cnc2ccc(OCC)cc2c1NCC(C)O (configuration not stated) | 1.23
Nc1nc2[nH]c(=O)cnc2c(=O)[nH]1 | 0.06
COc1cc2nc3c4ccccc4n(C(C)C)c3nc2cc1OC | 3.4*
Cc1cc(N2CCN(S(=O)(=O)c3ccc(F)cc3)CC2)c2ccccc2n1 | 0.66
Cc1ccc(/C(C#N)=C2C=C(Cl)/C(=N/O)C=C\2Cl)cc1 | 3.76*
NS(=O)(=O)c1ccc(NC(=O)CCC(=O)O)cc1 | 3.44*
CCOC(=O)c1sc2nnc(-c3ccccc3)c(-c3ccccc3)c2c1N | 1.71
Cc1c(C)n(Cc2ccc(Br)cc2)c(=O)n(Cc2ccc(Br)cc2)c1=O | 15.1
CSc1sc(-c2ccnc(SCC(=O)C(C)(C)C)n2)c2c1C(=O)CC(C)(C)C2 | -0.34
NC(=NC(=O)c1cnccc1C(F)(F)F)c1ccccn1 | 5.22
COc1ccc(-n2cccc2)c([N+](=O)[O-])c1 | -0.45
SMILES | Dicer processing
Cc1cccc(C2C3=C(CCCC3=O)N=C3c4ccccc4C(=O)C32)c1 (configuration not stated) | 2.43
CSc1nc2c(C)c(C)c(C)c(C)c2[nH]1 | 0.41
ClC1=C(CN2CCCCC2)CSc2ccc(Cl)cc21 | 0.59
CCOC(=O)c1c(Sc2ccccc2)cnn1C(=O)c1ccc(C(F)(F)F)cc1 | 0.97
Cc1nc(N2CCN(c3ccccn3)CC2)nc2c1C(=O)CC(c1ccccc1F)C2 (configuration not stated) | -1.37
Nc1c([N+](=O)[O-])c(=O)oc2ccccc12 | 0.07
COc1ccc(S(=O)(=O)Nc2cc(Cl)c3oc(=O)sc3c2)cc1 | 8.94*
CCOC(=O)c1cccc(CO/N=C(\C)c2ccc(Cl)c(Cl)c2)c1 | -1.43
CCNCC(=O)Nc1c(C)cccc1C | 1.8

Not all compounds are listed; the hit share may differ from the screen's.
